# Bioassay records (PubChem BioAssay)
# COUP-TFII inh: blocks human COUP-TFII nuclear receptor. P24468. HEK293T NGFI-A luciferase reporter, luminescence. inhibition, % at 8.6 µM. 370,000 compounds, 0.7% hits;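 active means inhibition above a per-plate cutoff, mean inhibition of test wells between control levels plus 3 SD, cut at about 38% in these data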;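 further: cells cotransfected with COUP-TFII expression vector driving the NGFI-A reporter; 0% = median of COUP-TF2 test wells and 100% = reporter-only cells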
# Target sequence (P24468 whole entry, looked up): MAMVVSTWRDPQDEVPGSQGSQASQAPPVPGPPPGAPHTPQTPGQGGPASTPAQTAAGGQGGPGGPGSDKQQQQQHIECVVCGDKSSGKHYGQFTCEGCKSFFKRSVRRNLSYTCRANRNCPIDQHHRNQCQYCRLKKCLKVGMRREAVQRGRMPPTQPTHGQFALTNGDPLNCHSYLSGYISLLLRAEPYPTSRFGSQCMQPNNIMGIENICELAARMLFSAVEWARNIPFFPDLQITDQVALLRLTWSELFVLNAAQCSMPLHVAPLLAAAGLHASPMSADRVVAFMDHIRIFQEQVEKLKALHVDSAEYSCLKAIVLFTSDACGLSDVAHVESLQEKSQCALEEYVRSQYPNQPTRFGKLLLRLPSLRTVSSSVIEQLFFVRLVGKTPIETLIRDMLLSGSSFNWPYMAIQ
# NCOA2 inhibitor: inhibits human steroid receptor coactivator 2 | inhibition, % at 9 µM | Q15596 | HEK293 GAL4-SRC2 luciferase reporter, luminescence | 370,000 compounds, 0.17% hits;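 active means inhibition above the mean inhibition of all tested compounds plus 3 SD, set per campaign, cut at about 52% in these data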;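 further: 0% = DMSO treated cells and 100% = cells given Gossypol at 36 µM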
# * = called active by the depositor. This is a subset. The share of hits here may be higher or lower than overall.
item	COUP-TFII inh	NCOA2 inhibitor	SMILES
1	-8	-22	COC(=O)C1=C(C)N(Cc2ccccc2C(F)(F)F)C(=NCc2ccc(OC)cc2)NC1c1ccc(F)cc1 (stereo not given)
2	-11	2	O=S1(=O)CCOCC(CO)N1Cc1cccc(Br)c1 (stereo not given)
3	15	-30	COC(=O)C1CN(Cc2cn(CCC3OCCO3)nn2)CCS(=O)(=O)N1Cc1ccc(Cl)cc1 (stereo not given)
4	-2	-42	CCN=C1NC(c2cccc(Cl)c2)C(C(=O)OC)=C(C)N1Cc1ccccc1C(F)(F)F (stereo not given)
5	-4	-15	CC(C)(C)S(=O)(=O)N1C[C@@H]2CC(=O)C(CCO)=C2[C@H]1CCO
6	-20	-5	Nc1ccn(C[C@@H](CO)OCP(=O)(O)O)c(=O)n1
7	-1	5	NC(=O)C12NC(Cc3ccccc31)c1ccccc12 (stereo not given)
8	15	-69	C=CCOC(=O)N[C@H](c1ccc(-c2ccccc2)cc1)[C@H](C)/C=C/CC(=O)OC
9	2	1	COc1ccc(OC)c(CN2C(=O)CN(S(C)(=O)=O)CC2(C)c2nnnn2C2CCCC2)c1 (stereo not given)
10	8	-6	Nn1c(SCC(=O)N2CCOCC2)nnc1-c1n[nH]c2c1CCC2
11	-11	-26	C[C@@H]1CN([C@@H](C)CO)C(=O)CCCn2cc(nn2)CO[C@H]1CN(C)C(=O)c1ccccc1
12	34	44	CN1CCN(c2nc3ccccc3nc2C(C#N)S(=O)(=O)c2ccccc2)CC1 (stereo not given)
13	12	27	COC(=O)[C@]12C[C@H](CC(=O)N3CCN(C(=O)c4ccco4)CC3)C(=O)N(Cc3cccc4ccccc34)C1=C[C@H](C(C)C)O[C@@H]2C1CC1
14	-35	-29	COc1cc(C=Nn2c(-c3cc(-c4ccccc4)n[nH]3)n[nH]c2=S)ccc1OC(C)=O
15	-12	3	CC(C)n1nnnc1C1(C)CSCC(=O)N1Cc1cccc(F)c1 (stereo not given)
16	32	34	Clc1cccc(CN2CCN(c3ncc(Cc4ccccc4)cn3)CC2)c1Cl
17	5	-7	C[C@@H]1COc2cc(F)ccc2S(=O)(=O)N1C
18	-21	-31	CN(C)CCCNC(=O)C[C@@H]1CC[C@@H]2[C@H](COc3ccc(NC(=O)c4cccc(F)c4)cc3C(=O)N2C)O1
19	-2	3	COc1ccc(C(=O)Nc2ccc3nc(N4CCCCC4)cc(C)c3c2)c(OC)c1
20	-2	-8	COc1cccc(CNC(=O)[C@H]2CCCN2C(=O)[C@H]2CCCN2S(=O)(=O)c2cccc(C)c2)c1
21	2	-34	CC(C)(C)c1ccc(OCCCN2CCC(C(O)(c3ccccc3)c3ccccc3)CC2)cc1
22	-28	2	O=[N+]([O-])c1ccc(COc2cccc(CO)c2)cc1
23	1	7	CN1CCN(c2ccc3c(c2)Oc2ccccc2CN(Cc2cn(Cc4cccc(C(F)(F)F)c4)nn2)S3(=O)=O)CC1
24	-23	-8	COC(=O)[C@]1(C#N)CC(=O)N(CC(C)C)[C@@H]1c1ccccc1
25	7	-2	O=C(CSc1nnc(-c2ccccc2)n1-c1ccc(Cl)cc1)Nc1ccc(OCc2ccccc2)cc1
26	-8	-11	Cc1ccc(-c2nc(C3CCCN(S(=O)(=O)c4cccs4)C3)no2)cc1 (stereo not given)
27	8	4	CCCCNC(=O)C(c1ccc(OCC(=O)OC)c(C(=O)OC)c1)N(CCOC)C(=O)CCCCCN1C(=O)NC(c2ccc(-c3ccccc3)cc2)C(C(=O)OCc2ccccc2)=C1C (stereo not given)
28	-7	5	CCN1Cc2nnn(Cc3ccccc3)c2-c2ccccc2S1(=O)=O
29	-15	1	Cc1ccc(CNC(=O)Cc2csc(Nc3nc(=S)[nH]c4ccccc34)n2)cc1
30	-1	-8	CCn1c(SCc2c(F)cccc2F)nc2sc3c(c2c1=O)CCCC3
31	5	-19	CCCCN1CCN(C(=O)c2ccc(CNC(=O)c3cccc(Br)c3)cc2)CC1
32	-12	23	O=C(NCCO)C1(C(=O)C2CC2)CC(c2ccccn2)=NO1 (stereo not given)
33	-4	-10	CCCCCn1nnnc1C1(C)CN(S(C)(=O)=O)CC(=O)N1Cc1ccco1 (stereo not given)
34	-1	21	COC(=O)[C@]12C[C@H](CC(=O)NCCc3ccccc3OC)C(=O)N(CCC3=CCCCC3)C1=C[C@H](C(C)C)O[C@@H]2C1CC1
35	-12	-67	Cc1ccc(Cn2cc(CN3CC=CS3(=O)=O)nn2)cc1
36	-2	-3	O=c1oc2ccc([N+](=O)[O-])cc2c(N2CCOCC2)c1[N+](=O)[O-]
37	-14	10	CC1(C)CCC(C)(C)c2cc(NC(=O)c3ccc(C(=O)O)cc3)ccc21
38	-4	7	COCCNC(=O)C[C@H]1CC[C@H]2[C@@H](COc3ccc(NS(=O)(=O)c4ccc(Cl)cc4)cc3C(=O)N2C)O1
39	-14	-30	N#CC(=C=[N-])c1nc2ccccc2nc1-[n+]1cccc(NC(=O)c2ccc(F)cc2)c1
40	-2	-14	CCCCCCCCCCCCNC[C@@H]1CSCCS(=O)(=O)N1
41	6	-5	O=C(NCc1cccc2ccccc12)C1CCCN(c2nc3ccccc3o2)C1 (stereo not given)
42	-8	-14	CCCCc1c(-c2ccccc2OC)ncn1C(C)c1ccccc1 (stereo not given)
43	7	-4	CCOC(=O)[C@]12CCCCC/C=C\1N(CCc1ccc(Cl)cc1)C(=O)[C@H]2CC(=O)NCc1cccc(C(F)(F)F)c1
44	12	16	COC(=O)C1=CC(=O)C=C(OC)[C@@]12Oc1cc(C)cc(OC)c1C2=O
45	-12	-2	COc1cccc(C2CC=C(C(=O)O)CN2S(=O)(=O)c2ccc(C)cc2)c1 (stereo not given)
46	7	-5	O=C(Cn1c(-c2cncs2)nc2ccccc21)N1CCCCC1
47	-8	12	COCCCNC(=O)C[C@H]1C[C@@]2(C(=O)OC)C(=C[C@H](C3CCCC3)O[C@@H]2C)N(Cc2ccc(Cl)cc2Cl)C1=O
48	-6	-25	COc1ccc(OC)c(S(=O)(=O)N2CCCCC2C(=O)N2CCN(CCO)CC2)c1 (stereo not given)
49	-3	-17	O=C1[C@@H](CCc2ccccc2)[C@@H]2c3ccccc3C=NN2[C@@H]2c3ccccc3C=NN12
50	-26	-30	COC(=O)C[C@H]1CC[C@@H]2[C@H](COc3ccc(NC(=O)c4ccccc4OC)cc3C(=O)N2C)O1
51	-7	-16	Cc1ccc2nc(-c3ccc(CN4CCC(n5cc(-c6ccccc6)[nH]c5=O)CC4)cc3)c(-c3ccccc3)nc2c1
52	6	11	CCOC(=O)C1=C[C@@H](C(C)(C)C)N(S(=O)(=O)c2ccc([N+](=O)[O-])cc2)[C@H]1c1ccccc1Cl
53	-20	4	COc1ccc(-c2ccc3c(n2)CCCN3S(=O)(=O)c2ccc(C#N)cc2)cc1
54	0	-27	Cc1[nH]c(=S)sc1Cc1ccc(Cl)c(Cl)c1
55	2	13	CCCN1C(=O)c2n[nH]c(C)c2C1c1ccc(Br)cc1 (stereo not given)
56	17	-2	CC1=CC2C3C(=O)N(c4ccccc4)C(=O)C3C1C(=O)C2(O)C(C)C (stereo not given)
57	3	-10	C[C@H]1C(c2ccccc2F)O[C@]2(C[C@H](O)c3ccccc3O2)C[C@@H]1O (stereo not given in full)
58	12	-16	COC(=O)c1cc(-c2cc(Cl)ccc2OC)c(=O)n2c1CCC2
59	-4	10	COCCCNC(=O)C[C@H]1C[C@@]2(C(=O)OC)C(=C[C@H](C(C)C)O[C@@H]2C2CC2)N(Cc2ccc(Cl)cc2Cl)C1=O
60	-9	-18	Cc1ccc(NC(=O)CN2C(=O)CCSc3ccccc32)c(C)c1

# (continued)
item	COUP-TFII inh	NCOA2 inhibitor	SMILES
61	-20	-11	CC(C)(C)OC(=O)N[C@@H](Cc1ccccc1)c1nnc(S(=O)(=O)Cc2ccccc2)o1
62	20	1	CCOc1ccc(-n2c(SCc3nc4ccccc4[nH]3)nnc2-c2cccc(Cl)c2)cc1
63	-5	7	CN(C)CCCCCCN(C)C
64	13	-22	CC12C(=O)N(c3ccc(C(=O)N4CCOCC4)cc3)C(=O)C1C1c3ccccc3C2c2ccccc21 (stereo not given)
65	-12	-25	O=C(Nc1ccc(F)cc1)Nc1nc2ncccn2c1-c1ccc(F)cc1
66	-8	2	Cc1cc(C(=O)CCl)c(C)n1CCc1ccccc1
67	-4	18	CCCNC(=O)c1c[nH]c2ccc(S(=O)(=O)N(C)c3ccc(OCC)cc3)cc2c1=O
68	9	-17	CC(C)[C@@H](CO)N(Cc1cn(Cc2ccccc2)nn1)S(=O)(=O)c1ccccc1Br
69	0	12	COC(=O)CCC(=O)OC1(C)C(=O)C2=CN(C(CO)CO)C(c3ccc(OC)cc3)=CC2=C(Br)C1=O (stereo not given)
70	16	-8	Cn1c(=O)oc2ccc(S(=O)(=O)Nc3ccc(Cl)cc3[N+](=O)[O-])cc21
71	6	-5	COc1cccc(-n2c(N)c(C#N)c3ccc([N+](=O)[O-])cc3c2=O)c1
72	9	-1	Cc1ccc(NC(=O)C2CCCN(c3nnc(-n4cccc4)s3)C2)cc1C (stereo not given)
73	10	14	C[C@@H]1CN(S(=O)(=O)C(C)(C)C)[C@@H](CCO)/C1=C\CCO
74	12	-5	COc1ccc(/C=C/C(=O)OCC(=O)Nc2cc3oc4ccccc4c3cc2OC)cc1
75	0	-9	COC(=O)c1cc(-c2ccc(OC)c(OC)c2)c(=O)n2c1CCC2

# Numbers 61 through 65 of the list above:
item	COUP-TFII inh	NCOA2 inhibitor	SMILES
61	-20	-11	CC(C)(C)OC(=O)N[C@@H](Cc1ccccc1)c1nnc(S(=O)(=O)Cc2ccccc2)o1
62	20	1	CCOc1ccc(-n2c(SCc3nc4ccccc4[nH]3)nnc2-c2cccc(Cl)c2)cc1
63	-5	7	CN(C)CCCCCCN(C)C
64	13	-22	CC12C(=O)N(c3ccc(C(=O)N4CCOCC4)cc3)C(=O)C1C1c3ccccc3C2c2ccccc21 (stereo not given)
65	-12	-25	O=C(Nc1ccc(F)cc1)Nc1nc2ncccn2c1-c1ccc(F)cc1

# Among those listed so far, these have a CF3 group.
item	COUP-TFII inh	NCOA2 inhibitor	SMILES
1	-8	-22	COC(=O)C1=C(C)N(Cc2ccccc2C(F)(F)F)C(=NCc2ccc(OC)cc2)NC1c1ccc(F)cc1 (stereo not given)
4	-2	-42	CCN=C1NC(c2cccc(Cl)c2)C(C(=O)OC)=C(C)N1Cc1ccccc1C(F)(F)F (stereo not given)
23	1	7	CN1CCN(c2ccc3c(c2)Oc2ccccc2CN(Cc2cn(Cc4cccc(C(F)(F)F)c4)nn2)S3(=O)=O)CC1
43	7	-4	CCOC(=O)[C@]12CCCCC/C=C\1N(CCc1ccc(Cl)cc1)C(=O)[C@H]2CC(=O)NCc1cccc(C(F)(F)F)c1

# Going on with the list:
item	COUP-TFII inh	NCOA2 inhibitor	SMILES
76	2	12	C[C@H]1C2CC(OC(=O)NCCCc3ccccc3)C(C2)[C@H]2CCCCN21 (stereo not given in full)
77	-4	4	CN(CCO)C1CN(Cc2cn(Cc3ccccc3F)nn2)S(=O)(=O)C1 (stereo not given)
78	-15	-24	COc1ccc2cc(-c3cccc4[nH]cc(C)c34)ccc2c1
79	-2	23	C=CCN1C(=O)[C@@H](CC(=O)N2CCN(C(=O)OCC)CC2)[C@]2(C(=O)OC)CCCCC=C12
80	10	11	CNC[C@@H]1OCc2ccccc2-c2c(n(C)c3ccccc23)C(=O)N([C@@H](C)CO)C[C@@H]1C
81	0	21	C[C@H]1COc2cc(Br)ccc2S(=O)(=O)N1Cc1cn(Cc2ccc(C(F)(F)F)cc2)nn1
82	3	-29	COc1ccc(-c2c(Cc3ccccc3)nc(NC(=O)c3ccccc3F)n2C)cc1
83	5	-50	Nc1cc2ccccc2cc1NS(=O)(=O)N1CCCCC1
84	9	-12	CN1CCN(CC(=O)N/N=C\c2c[nH]c3ccccc23)CC1
85	-17	-28	O=C1Nc2c(Cl)cc(Cl)cc2C12Nc1ccccc1S2 (stereo not given)
86	-15	-9	C[C@@H]1COc2cccc(N3CCCC3)c2S(=O)(=O)N1C
87	-21	8	COP(=O)(O)CCOCCC(CC(C)C)NC(=O)OCc1ccccc1 (stereo not given)
88	17	14	O=C(OCc1cn(Cc2cccc(Cl)c2)nn1)N1CCOCC1
89	-6	13	CCCCCCN(C(=O)CCCCCN1C(=O)NC(c2ccc(-c3ccccc3)cc2)C(C(=O)OCc2ccccc2)=C1C)C(C(=O)NCCCC)c1ccc(OCC(=O)OC)c(C(=O)OC)c1 (stereo not given)
90	3	-1	COC(=O)c1cccc(OCC(C)CN2CCC(C(O)(c3ccccc3)c3ccccc3)CC2)c1 (stereo not given)
91	26	21	CCCN(CC1CC1)C(=O)c1oc(=O)c2ccccc2c1-c1ccc(C)cc1
92	2	-10	COC(=O)C1=C(C)N(Cc2ccccc2C(F)(F)F)C(=NCc2ccccc2)NC1CCc1ccccc1 (stereo not given)
93	7	-2	CC(C)[C@H](N)C(=O)N1CCC[C@@H]1C(=O)N1CCC2CCN(S(=O)(=O)c3ccccc3)CC21 (stereo not given in full)
94	2	3	Cc1ccc(C2NC(=O)c3n[nH]c(C(C)C)c32)cc1 (stereo not given)
95	-6	-30	COc1cccc(NC(=O)Nc2nc3ncccn3c2-c2ccc(F)c(F)c2)c1
96	-22	-8	COc1cc(-n2c(C)nc3cc(C(=O)N4CCCCC4)ccc32)cc(OC)c1OC
97	9	5	O=C(CNS(=O)(=O)c1ccccc1F)N1CCN(c2ccccn2)CC1
98	-15	2	Nc1[nH]c(C(=O)c2ccccc2)c(-c2ccc(Cl)cc2)c1C(=O)c1c[nH]c2ccc(Br)cc12
99	8	9	Cc1ccc2c(c1)-n1c(nc3ccccc3c1=O)C(Cc1ccccc1)NC2=O (stereo not given)

# Looked up by compound from the list above:
item	COUP-TFII inh	NCOA2 inhibitor	SMILES
98	-15	2	Nc1[nH]c(C(=O)c2ccccc2)c(-c2ccc(Cl)cc2)c1C(=O)c1c[nH]c2ccc(Br)cc12
99	8	9	Cc1ccc2c(c1)-n1c(nc3ccccc3c1=O)C(Cc1ccccc1)NC2=O (stereo not given)
